AI-2 QS modul: Vibrio harveyi AI-2 quorum sensing modulation; activity change, % at 7.5 µM; actives 0.4% (n = 300,000); Vibrio harveyi JMH597 AI-2 luminescence/OD600 ratio, 9 h; hits give low values; strain lacks LuxN and CqsS sensors; 0 = neutral-control median; in the data active means activity change below about -75%, passing the limit was not always enough; inconclusive means no clear call, values can overlap the other calls;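 further: luminescence divided by OD600 gain over 9 h not by final OD600 alone; inactives centre near 13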
HSF1 inh: HSF1 inhibition; NIH3T3-HGL HSE-luciferase, MG132-induced, luminescence 8 h; hits give low values; activity change, negative = inhibition, % at 7.5 µM (by protocol); actives 0.77% (n = 300,000);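 active means more than half of replicate wells show activity change below -50%, luminescence cut by over half; inconclusive means some wells, but at most half, below -50%; inactive means no replicate well below -50%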;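 further: luciferase reports HSF-1 transcriptional activity via heat shock element; 0% = median of DMSO wells and -100% = zero luminescence signal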
IEC-6 tox: kills IEC-6 intestinal cells in KLF5 counter-screen; IEC-6 cytotoxicity, luminescence viability; inhibition, % at 5 µM; actives 0.78% (n = 290,000); in the data active means inhibition above about 22%;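 further: 0% = plate median of test compound wells and 100% = cytotoxic reference compound wells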
HIF activator: HIF pathway transcriptional activation | AID 1910 | U2OS HRE-luciferase reporter, luminescence; normalized: DMSO 0%, desferrioxamine 100% | activation, % at 7.5 µM (by protocol) | actives 0.32% (n = 300,000);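 active means mean activation of at least 10% of the iron chelator positive control signal, with at least half of replicates also reaching 10%; inconclusive means mean and replicate majority disagree about reaching 10%; inactive means mean and most replicates under 10%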
KLF5 inhibitor: suppresses KLF5 promoter-driven expression; DLD-1 KLF5 promoter-luciferase reporter, luminescence; inhibition, % at 5 µM; actives 0.23% (n = 290,000); AID 1700;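 active means inhibition above a per-plate limit of that plate's mean compound inhibition plus 3 SD, cut at about 60% in these data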;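 further: 0% = DMSO wells and 100% = LY294002 at 200 µM; higher means less KLF5 promoter-driven luciferase light; inactives centre near -14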
Platelet DG rel: modulates dense granule release in human platelets. AID 1663. human platelet-rich plasma, SFLLRN dense granule ATP release, luminescence. actives 0.22% (n = 300,000). inhibition, %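 (compounds screened at 7.5 µM in platelet-rich plasma)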;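 active means mean replicate score, as percent of positive control, at or above 50; inconclusive means mean below 50 but at least one replicate at or above 50; inactive means mean and every replicate below 50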
SKKanGAS inh: inhibitors of SKKanGAS S. pyogenes growth in kanamycin (SK-promoter or general growth effect) | BacTiter-Glo, 6 h | inhibition, % at 7.5 µM | actives 1.3% (n = 300,000) | AID 1662;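 active means mean replicate score, as percent of positive control median, at least 50; inconclusive means mean below 50 but one replicate at or above 50; inactive means mean and every replicate below 50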;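 further: strain carries kanamycin resistance gene driven by streptokinase promoter and grows in 40 µg/ml kanamycin; loss of luminescence reflects streptokinase promoter inhibition or plain growth inhibition; 0% = median of DMSO wells and 100% = positive control at its reference dose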
HSF-1 act: increases HSF-1 driven luciferase reporter signal; NIH3T3-HGL HSF-1 luciferase reporter, MG132, 8 h; 100% = twice DMSO control signal; activation, % at 9 µM; actives 1.7% (n = 300,000);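 active means mean replicate activation of at least 50% with a set share of replicates each reaching 50%; inconclusive means only one of those two conditions met; inactive means mean below 50% and too few replicates reaching it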;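 further: 0% = median of the neutral control wells and 100% = twice that signal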
HSP90 refold inh: blocks HSP90-mediated luciferase refolding in reticulocyte lysate; inhibition, % at 5.6 µM; actives 0.91% (n = 290,000); Rabbit reticulocyte lysate, luciferase refolding luminescence, 3 h;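 active means inhibition above the screen-wide mean plus 3 SD, computed separately per campaign, cut at about 16% in these data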;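 further: 0% = DMSO wells and 100% = 60 µM geldanamycin wells; inhibitors lower the luminescence because luciferase stays unfolded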
aSyn UTR inh: 5' untranslated region of α-synuclein, MLPCN primary screen; actives 0.82% (n = 300,000); alpha-synuclein 5'UTR reporter, inhibitor activity; inhibition, % (tested at 7.5 µM); in the data active means inhibition above about 60%; inconclusive means no clear call, values can overlap the other calls;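 further: H4 neuroglioblastoma cells stably carrying SNCA 5'UTR luciferase fusion; 0% = DMSO wells and 100% = positive control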
An asterisk follows results filed as active; ? = inconclusive; . = not tested or not shown.

SMILES	AI-2 QS modul	HSF1 inh	IEC-6 tox	HIF activator	KLF5 inhibitor	Platelet DG rel	SKKanGAS inh	HSF-1 act	HSP90 refold inh	aSyn UTR inh
S=c1[nH]nc(COc2ccccc2)n1/N=C/c1ccc(Cl)cc1Cl	6	6	-11	2.3	-20	-4	4	11	-1	20
Cc1ccc(-n2nc3c(c2NC(=O)c2c(F)cccc2Cl)CS(=O)(=O)C3)cc1C	5	0	-2	-0.3	-26	-5	13	4	0	-10
COc1cc(NS(=O)(=O)c2cn(C)cn2)cc(OC)c1OC	5	0	5	-0.6	-5	6	-1	-6	1	14
Cn1cnc2cc(NC(=O)COc3ccccc3)ccc21	22	14	4	2.6	-39	11	1	49	4	-117
O=[N+]([O-])c1ccc(-n2cccn2)c(-c2nn[nH]n2)c1	-3	.	3	0.6	-29	-6	-1	.	-2	-8
CC(NC(=O)NC12CC3CC(CC(C3)C1)C2)c1ccc2c(c1)OCO2 (stereo not given)	15	-2	2	-0.4	-4	1	-11	-7	-4	9
COC(=O)CSc1nc2[nH]ncc2c(=O)[nH]1	13	2	-2	-0.2	-15	-2	-10	7	-3	-1
Cn1cnnc1SCCCN1C(=O)c2cccc3cccc(c23)C1=O	21	4	2	-0.1	-20	0	3	15	2	-8
CCC(C)NC(=O)CCc1nnc2ccc(N3CCC(C)CC3)nn12 (stereo not given)	14	0	-6	-2.2	-31	14	-5	8	0	-7
COCCN1C(=O)C(O)=C(C(=O)c2cccs2)C1c1ccccc1 (stereo not given)	37	1	0	-1.3	-30	-5	3	12	-1	-5
Cc1ccc(CSCCNC(=O)CCSc2ccccc2)cc1	25	-4	-6	0.0	6	-2	-6	1	-4	-3
C=CCNC(=O)c1oc2ccc(S(=O)(=O)N3CCCCC3)cc2c1C	14	-5	8	-0.9	-14	-6	-8	6	-2	-2
O=C(Nc1cccc(-n2cnnn2)c1)c1ccncc1	22	-1	-10	-0.1	-9	6	-2	13	-3	-5
CC1(C(=O)Nc2ccc3ccccc3c2)CC1(Br)Br (stereo not given)	36	7	-7	1.8	-27	11	-3	-9	-6	-47
Cc1cccc(NS(=O)(=O)c2cc(C(=O)NCc3ccccn3)ccc2C)c1	16	7	-1	-0.2	-37	8	9	-2	-5	-3
O=C(CCN1C(=O)COc2ccccc21)NCc1cccnc1	2	-2	-1	0.1	-17	0	-1	-5	-5	-20
O=C(N/N=C/C=C/c1ccccc1)c1cccs1	18	17	6	1.3	-109	15	11	?	-1	-156
C/C(CCc1ccccc1)=N\NC(=O)c1ccccc1	7	1	3	1.0	-48	-2	-3	28	4	-61
CCc1cccc(NC(=O)CCNS(=O)(=O)c2cccc3nonc23)c1	-1	2	4	0.3	-23	0	12	12	-2	-3
O=c1[nH]c(=S)[nH]c(O)c1N=Nc1ccc(-c2ccccc2)cc1[N+](=O)[O-]	2	-7	-6	0.0	-25	1	41	-4	2	-14
Cc1ccc(NC(=O)c2ccc(NCCCN3CCC(C)CC3)c([N+](=O)[O-])c2)c(C)c1	22	-5	10	0.3	-33	4	1	-11	0	-63
Cc1ccc(S(=O)(=O)N(C)Cc2nc(-c3ccc(Br)cc3)no2)cc1	41	0	-1	0.0	-20	-9	5	2	1	-2
CCN1CC(CNC(=O)c2ccc3nc(Cc4cccc(Cl)c4)oc3c2)CC1=O (stereo not given)	10	5	-5	0.0	0	1	-7	-14	-3	-21
CCC(=O)Nc1ccc(S(=O)(=O)Nc2cccnc2)cc1	1	-5	-5	-0.3	-2	2	19	-11	-1	16
COc1ccc(/C=C/C(=O)OCC(=O)Nc2cc(C(N)=O)cc(C(N)=O)c2)cc1	5	-2	-1	-0.4	-16	9	8	27	-2	-12
O=C(O)C1CCCN1C(=O)c1cncc(Br)c1 (stereo not given)	40	-7	3	.	-17	-8	-2	27	2	-16
O=C(c1ccc(NS(=O)(=O)c2cccc3cccnc23)cc1)N1CCOCC1	3	-10	6	-0.6	18	-14	-9	-3	2	5
CCN(CC)CCN(C(=O)c1ccc2c(c1)CCCC2)c1nc2cc(OC)c(OC)cc2s1	-4	1	0	0.5	-21	-4	-4	2	2	20
S=C(NCCN1CCOCC1)Nc1ccc(Nc2ccccc2)cc1	5	-5	-6	0.0	-6	4	-5	13	-1	-16
CC(C)c1ccc(C2C(C#N)=C(N)Oc3c2oc(CO)cc3=O)cc1 (stereo not given)	26	-10	-2	0.3	12	9	-3	-1	1	10
c1ccc2sc(NC3=NCN(Cc4ccc5c(c4)OCO5)CN3)nc2c1	3	-12	-1	1.1	-26	-5	1	-26	-2	3
CN(CC(=O)Nc1ccc(N2CCOCC2)cc1)C(=O)CSc1ccc(F)cc1	9	0	.	0.2	.	-4	-1	13	.	0
COCCNC(=O)CN(Cc1ccc2c(c1)OCO2)C(=O)CCC(=O)Nc1nccs1	-3	-7	-2	-0.1	15	-3	1	-17	0	17
CC(C)c1ccccc1NC(=O)c1cnccn1	5	0	3	-0.5	-9	-13	-10	5	2	18
O=C(/C=C/c1ccc(Cl)cc1)N1CCN(c2ccc(Cl)cc2[N+](=O)[O-])CC1	10	4	-7	0.7	-5	-3	40	3	-1	4
O=C(Nc1ncccn1)c1ccc(C(F)(F)F)cc1	-5	-14	0	0.8	-7	16	-1	13	-1	-54
CCC(=O)/C=C1\Sc2ccc(OC)cc2N1CCO	20	20	7	-1.3	15	-5	-8	44	4	18
O=C(Oc1cccc2ccccc12)c1ccco1	16	9	-3	0.0	-16	0	5	4	0	-31
CCCCn1c(N)c(N(CCC(C)C)C(=O)c2ccc3c(c2)OCCO3)c(=O)[nH]c1=O	11	-2	.	-0.2	.	-18	-8	-11	.	12
Cc1nnc(SCC(=O)N/N=C/c2cn(-c3ccccc3)nc2-c2ccc(F)cc2)n1-c1ccccc1	9	-3	0	-0.4	3	-3	16	13	-5	18
COc1cc2c(cc1NC(=O)COC(=O)C(CCSC)NC(=O)c1ccccc1Cl)oc1ccccc12 (stereo not given)	14	15	0	2.5	-3	-11	10	37	-4	-136
COc1ccc(C/C(N)=N/OC(=O)c2ccco2)cc1OC	26	4	3	0.3	-40	5	-6	32	-1	19
CCOC(=O)C(C)c1c(C(=O)c2ccc(C)nc2)c2ccccc2n1C (stereo not given)	18	-3	1	0.1	7	-8	1	-2	1	-5
c1ccc(COc2ccc(OCCCn3cncn3)cc2)cc1	-3	11	0	1.1	-130	24	-1	34	7	-102
Cc1ccc(CCNC(=O)C2CCC(=O)N2Cc2ccc(F)cc2)cc1 (stereo not given)	8	-2	-5	-0.2	5	-3	-3	-4	-1	0
O=C(Cn1cnc2cc([N+](=O)[O-])ccc2c1=O)NC(=O)NCc1ccccc1	-8	24	-4	-0.3	-1	-37	-20	32	4	5
O=C(COC(=O)CCc1nc2ccccc2c(=O)[nH]1)Nc1c(Cl)cccc1C(F)(F)F	30	-70*	.	0.2	.	9	-6	-77	.	-14
CCn1c2ccccc2c2cc(CN3CCN(S(=O)(=O)Cc4ccccc4)CC3)ccc21	17	8	13	-1.2	24	-4	0	14	0	27
CCOC(=O)c1sc2ccccc2c1NC(=O)c1coc2ccccc2c1=O	17	1	5	0.3	-5	-4	3	-8	-8	-74
Cc1csc(NC(=O)c2cn3ccccc3n2)n1	29	-18	10	-2.7	50	57*	23	-14	54*	82*
CN(CC(=O)Nc1ccc(S(=O)(=O)N2CCCC2)cc1)Cc1ccc(Cl)cc1	11	0	0	0.2	1	11	6	-2	0	21
C=CCn1c(SCC(=O)c2[nH]c(C)c(C(=O)OC)c2C)nc2scc(-c3ccc(OC)c(OC)c3)c2c1=O	13	1	-1	-0.2	-16	-9	0	3	-2	?
Cc1ccc2nc(N3CCN(CCO)CC3)nc(-c3ccccc3)c2c1	15	-20	6	-1.1	-36	1	2	-33	-1	8
CC(C)NC(=O)NNC(=O)Cn1nnc(-c2cccc(Cl)c2Cl)n1	26	-7	-3	-0.3	-15	1	7	-1	2	-4
COc1ccc(-c2[nH]ncc2CN2CCCN(c3ccccc3)CC2)c(F)c1	26	-1	-8	-0.1	-38	-18	-10	14	2	23
Cc1cc(C)c(NC(=S)N(CCN(C)C)Cc2cccs2)c(C)c1	15	-2	-2	-0.4	-5	3	-1	0	-1	0
CNC(=O)c1[nH]cnc1C(=O)Nc1ccc(OC)cc1	13	2	7	0.3	-1	-1	-2	-14	4	-7
O=C(/C=C/c1ccc(Cl)c([N+](=O)[O-])c1)Nc1ccc(N2CCCC2)cc1	13	-1	-3	0.0	16	1	3	10	-2	-31
COc1ccccc1NC(=O)c1nn(-c2cccc(C(F)(F)F)c2)ccc1=O	17	-3	-7	-0.3	-6	-30	16	-6	1	-6
O=C(CSc1nc2ncccc2[nH]1)Nc1c(F)cc(F)cc1Br	16	-3	3	.	-20	-10	4	5	-1	5

Two compounds picked at random from those above, as already listed:
SMILES	AI-2 QS modul	HSF1 inh	IEC-6 tox	HIF activator	KLF5 inhibitor	Platelet DG rel	SKKanGAS inh	HSF-1 act	HSP90 refold inh	aSyn UTR inh
CNC(=O)c1[nH]cnc1C(=O)Nc1ccc(OC)cc1	13	2	7	0.3	-1	-1	-2	-14	4	-7
CCOC(=O)c1sc2ccccc2c1NC(=O)c1coc2ccccc2c1=O	17	1	5	0.3	-5	-4	3	-8	-8	-74

Continuation:
SMILES	AI-2 QS modul	HSF1 inh	IEC-6 tox	HIF activator	KLF5 inhibitor	Platelet DG rel	SKKanGAS inh	HSF-1 act	HSP90 refold inh	aSyn UTR inh
O=C1C2CC=CCC2C(=O)N1Cc1ccccc1Cl (stereo not given)	29	7	5	-0.3	-11	-9	-11	8	1	7
O=C(COc1ccc(Cl)cc1)Nc1nnc(S(=O)(=O)N2CCCCCC2)s1	-37	-1	6	-0.1	-10	-11	9	-6	-4	7
C[N+](C)(C)CCCC(=O)c1ccc2c(c1)OCO2	15	3	-7	-0.2	3	3	-1	-2	-3	-13
CCOC(=O)c1c(C)[nH]c(C(=O)Cn2c(=O)oc3ccccc32)c1C	9	19	3	0.7	16	-5	2	13	2	-61
COc1ccc(N(C(C)C(=O)N/N=C/c2cc(Br)c(C)o2)S(C)(=O)=O)cc1 (stereo not given)	-1	5	0	0.0	-27	-15	-14	23	-2	-10
CCOc1ccc(OCC)c(S(=O)(=O)NCCCN2CCOCC2)c1	0	-11	-3	0.2	-17	0	-3	-2	0	16
O=C(Nc1ccc(S(=O)(=O)NC2CCCC2)cc1)c1cnccn1	22	-8	4	-0.6	-7	1	2	-18	1	14
Cc1ccc(OCC(=O)N2CCN(S(=O)(=O)c3ccccc3)CC2)c([N+](=O)[O-])n1	18	-10	6	-0.2	4	-11	1	-10	-1	10
CCOc1cccc(/C(O)=C2/C(=O)C(=O)N(CCOC)C2c2ccc(C)o2)c1 (stereo not given)	27	-6	-9	-0.3	-43	.	0	-11	-2	-3
CCOc1ccc(NS(=O)(=O)c2ccc(C(=O)NCC(c3ccc(OC)cc3)N3CCOCC3)cc2)cc1 (stereo not given)	16	-2	.	-2.1	.	-2	18	4	.	5
Cc1ccc(Oc2ccc(NC(=O)c3ccco3)cc2)cc1	-97*	3	6	1.0	-18	0	0	23	6	-123

Screening results from PubChem.
